# JMJD2A Tudor: inhibitors of human JMJD2A Tudor domain; O75164; AlphaScreen JMJD2A-Tudor / H3K4me3 peptide binding; Potency, µM (series often up to 114 µM), inactives show at the top dose activity change, negative = inhibition, actives largely listed as inhibitors; 390,000 compounds, 4.4% hits; AID 504339; further: on the % scale 0 is the no-effect control and ±100 the full control effect; nearly all actives have a fitted effect of over 50% in size
# Target sequence (O75164 whole entry, looked up, the tested form may be a part): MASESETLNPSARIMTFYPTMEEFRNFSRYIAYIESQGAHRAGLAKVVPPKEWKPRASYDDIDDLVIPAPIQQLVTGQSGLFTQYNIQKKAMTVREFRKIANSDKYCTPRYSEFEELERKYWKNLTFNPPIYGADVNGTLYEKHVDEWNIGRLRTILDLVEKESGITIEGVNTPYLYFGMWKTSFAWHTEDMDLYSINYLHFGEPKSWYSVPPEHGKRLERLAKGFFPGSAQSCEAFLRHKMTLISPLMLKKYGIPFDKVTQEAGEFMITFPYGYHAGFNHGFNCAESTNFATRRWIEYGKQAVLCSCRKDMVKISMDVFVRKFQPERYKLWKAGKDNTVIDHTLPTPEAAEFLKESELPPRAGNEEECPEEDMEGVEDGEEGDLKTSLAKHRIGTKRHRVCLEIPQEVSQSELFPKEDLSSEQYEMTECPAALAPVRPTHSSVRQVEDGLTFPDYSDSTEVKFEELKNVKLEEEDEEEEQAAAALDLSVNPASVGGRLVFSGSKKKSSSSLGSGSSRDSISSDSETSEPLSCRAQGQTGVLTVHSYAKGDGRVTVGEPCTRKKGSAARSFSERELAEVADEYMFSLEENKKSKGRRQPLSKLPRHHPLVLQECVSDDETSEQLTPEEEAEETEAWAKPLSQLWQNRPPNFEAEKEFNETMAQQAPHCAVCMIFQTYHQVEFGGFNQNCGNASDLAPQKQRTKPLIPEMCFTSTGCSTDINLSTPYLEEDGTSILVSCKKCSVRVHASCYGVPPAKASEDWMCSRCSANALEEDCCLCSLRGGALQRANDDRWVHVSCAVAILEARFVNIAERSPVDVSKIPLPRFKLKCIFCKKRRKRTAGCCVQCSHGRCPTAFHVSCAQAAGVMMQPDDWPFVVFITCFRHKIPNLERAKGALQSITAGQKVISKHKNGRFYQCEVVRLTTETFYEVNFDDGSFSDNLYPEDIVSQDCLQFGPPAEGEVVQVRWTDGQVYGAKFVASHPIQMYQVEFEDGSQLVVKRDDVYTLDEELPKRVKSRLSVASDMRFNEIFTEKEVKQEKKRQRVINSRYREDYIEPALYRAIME
# Pol iota inh: inhibitors of human DNA polymerase iota | Pol iota fluorescent replication assay, 10 min | Potency, µM (doses to about 115 µM), inactives show at the top dose activity, negative = inhibition, actives largely listed as inhibitors | 390,000 compounds, 1% hits | AID 588590
#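 Fluorescent replication assay read twice, at 0 min and 10 min after adding 50 nM (final) substrate. Enzyme (10 nM) and compounds were first incubated 15 min at room temperature; enzyme-free buffer wells were negative controls.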
# APE1 inh: APE1 (human) endonuclease inhibition; AID 2517; P27695; 350,000 compounds, 0.35% hits; recombinant APE1, TAMRA/BHQ-2 abasic DNA cleavage fluorescence; Potency, µM (highest dose often 65.8 µM), for inactives: at the top dose activity change, negative = inhibition, most hits filed as inhibitors;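 further: plate controls were vehicle for no effect and reference inhibitor for full effect; nearly all actives have a fitted effect of over 55% in size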
#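 Step 1: APE1 (0.75 nM) with compound, 15 min RT. Step 2: add 50 nM fluorophore/quencher THF duplex. Step 3: three fluorescence reads 60 s apart (525/598 nm); read 3 minus read 1 = reaction progress.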
# Pol kappa inh: blocks human DNA polymerase kappa activity; Potency, µM (titrated, usually from 107 µM), for the others: at the highest dose activity, negative = inhibition, usual class: inhibitors; purified Pol kappa, fluorescent DNA synthesis assay, 10 min; 400,000 compounds, 0.53% hits; Q9UBT6; further: on the % scale 0 is the no-effect control and ±100 the full control effect
#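 50 nM final substrate added after 15 min RT preincubation of 10 nM Pol kappa with compound; fluorescence read at 0 and 10 min.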
# BAZ2B block: BAZ2B (human) inhibition | Q9UIF8 | AlphaScreen BAZ2B-H3K14Ac peptide displacement | 360,000 compounds, 4.4% hits | Potency, µM (titrated, usually from 114 µM), without a hit: at the top dose activity change, negative = inhibition, hits mostly inhibitors; further: on the % scale 0 is the no-effect control and ±100 the full control effect; nearly all actives have a fitted effect of over 60% in size
#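 Inhibition is scored as reduced AlphaScreen emission. The BAZ2B/b-H3(5-23)K14Ac complex (50 nM each) in PBS pH 7.4, 0.01% Tween-20 meets compound (up to 110 uM) for 30 min at RT before bead addition.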
# Pol eta inh: blocks human DNA polymerase eta activity. AID 588591. recombinant Pol eta, fluorescent DNA replication assay. 390,000 compounds, 1.2% hits. Q9Y253. Potency, µM (series often up to 114 µM), without a hit: at the top dose activity change, negative = inhibition, hits mostly inhibitors; further: on the % scale 0 is the no-effect control and ±100 the full control effect
#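 Fluorescent replication assay: 50 nM final substrate added after a 15 min room-temperature compound preincubation with 10 nM enzyme. Signal taken at 0 min and again at 10 min.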
# BLM helicase inh: blocks DNA unwinding by human BLM helicase | recombinant BLM DNA unwinding, fluorescence dequenching | 350,000 compounds, 0.2% hits | AID 2528 | Potency, µM (titrated, usually from 56.1 µM), for inactives: at the highest dose activity change, negative = inhibition, usual class: inhibitors | P54132;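 further: plate controls were vehicle for no effect and no enzyme for full effect; nearly all actives have a fitted effect of over 35% in size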
# G9a inh: inhibitors of human histone lysine methyltransferase G9a; G9a H3K9 monomethylation, AlphaScreen, 2 h; AID 504332; 350,000 compounds, 8.8% hits; Potency, µM (highest dose often 102 µM), for inactives: at the highest dose activity, negative = inhibition, usual class: inhibitors; further: on the % scale 0 is the no-effect control and ±100 the full control effect; nearly all actives have a fitted effect of over 75% in size
#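 Compounds were preincubated with 20 nM G9a for 15 min, after which biotinylated H3K9 peptide (500 nM) and SAM (20 uM) started a 2 h room-temperature reaction. Monomethylated product was quantified by antibody-based AlphaScreen chemiluminescence.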
# POLB inh: blocks human DNA polymerase beta activity. P06746. Pol beta primer extension/strand displacement, fluorescence kinetic. Potency, µM (highest dose often 114 µM), for the others: at the highest dose activity change, negative = inhibition, most hits filed as inhibitors. 340,000 compounds, 1.3% hits. AID 485314; further: on the % scale 0 is the no-effect control and ±100 the full control effect
#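 Values derive from four-parameter Hill fits of normalized kinetic data: reads at 0 and 10 min following addition of 50 nM substrate to 10 nM Pol beta preincubated 15 min with compound.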
# * hit, by the source's call; ? = inconclusive; . = no result given; [ ] = dose if it differs, or a comment. The call rests on the fitted dose curve; in most records, active means well fitted curve in the direction sought with a large enough effect; inconclusive means small, poorly fitted or top-dose-only effect, or another doubt; inactive means no such curve, though single readings can be large; an effect the other way counts as inactive or inconclusive. Potency means the concentration at half of the fitted maximal effect. Not all compounds are listed; the hit share may differ from the screen's.
# The line under a structure holds: JMJD2A Tudor	Pol iota inh	APE1 inh	Pol kappa inh	BAZ2B block	Pol eta inh	BLM helicase inh	G9a inh	POLB inh
CC1CCCN(C(=O)Cn2nnc(-c3ccccc3F)n2)C1 (configuration not stated)
→ 4%	8%	45%[activator]	15%	-20%	-14%	-1%	-1%	20%
O=C(NCC1CCCN(Cc2ccc3nonc3c2)C1)c1ccc(F)cc1 (configuration not stated)
→ -7%	32%[activator]	4%	2%	-15%	-7%	1%	-21%	-15%
c1ccc(N2CCN(Cc3ccnc4ccccc34)CC2)cc1
→ 56µM*	?	24%	-15%	?	-18%	-12%	4.5µM*	-12%
O=C(NCc1cccs1)c1cccc(N2CCCC2=O)c1
→ -4%	-10%	-3%	3%	6%	-9%	-1%	6%[12.7 µM]	6%
CNC(=O)C1CC(=O)N(Cc2ccc3c(c2)OCO3)C(=Nc2ccc(OC)cc2)S1 (configuration not stated)
→ 2%	6%	?	-6%	7%	-2%	3%	1%[59 µM]	35%
O=C(NCCN1CCOCC1)c1ccc2ccccc2n1
→ -3%	1%	-1%	-10%	0%	-2%	2%	20%[12.7 µM]	12%
Cc1ccc(SCCC(=O)Nc2ccccc2C(=O)N2CCOCC2)cc1
→ -11%	24%	1%	-2%	4%	2%	-1%	7%[59 µM]	0%
COc1ccc(NC(=O)CC2C(=O)NCCN2C(=O)c2ccc(Cl)cc2)cc1 (configuration not stated)
→ 6%	-6%	2%	-1%	-2%	-15%	-2%	2%	15%
O=C(c1ccc2ncsc2c1)N1CCCCC1
→ -11%	-2%	37%	-6%	3%	-12%	1%	-3%	11%
CCc1ccc2c(c1)-c1ccccc1S(=O)(=O)N2CC(=O)N1CCCCC1
→ -24%	-14%	.	-3%	-9%	1%	-1%	-16%[59 µM]	-28%
CCc1ccc(/C=C/C(=O)c2cc(Br)ccc(=O)c2O)cc1
→ 79µM*	?	?	?	45µM*	?	-21%	?	16µM*
OCC[C@@H]1C[C@@H](O)[C@H](O)[C@]2(CCCCO2)O1
→ 0%	40%[activator]	0%	4%	3%	-17%	3%	11%	-23%
Cc1ncc(CN2CCC(CO)(CCOc3ccccc3)CC2)s1
→ 2%[11.4 µM]	16%	17%	-5%	-3%	-5%	-3%	.	17%
c1ccc(Cn2cc(CSc3ccccc3)nn2)cc1
→ -15%	3%	19%	-15%	14%	-19%	-1%	-8%[59 µM]	32%
COc1ccc(CCn2c(C)nc3ccccc3c2=O)cc1OC
→ -12%	20%	2%	-1%	-21%	-13%	-9%	23%	6%
CCn1cnnc1SCC(=O)Nc1ccccc1C(=O)NC1CC1
→ 0%	67%[activator]	-7%	1%	.	-13%	.	.	.
CCN(CC(=O)Nc1ccc2c(c1)OCCO2)C(=O)C(C)Oc1ccc(F)cc1 (configuration not stated)
→ -16%	32%[activator]	.	-9%	.	-13%	.	.	.
Cc1ccsc1CN(C)C(=O)C(NC(=O)c1cccc(S(=O)(=O)N2CCOCC2)c1)C(C)C (configuration not stated)
→ -23%	14%	22%	-18%	11%	3%	.	20%[12.7 µM]	.
Cc1ccc(O)c(CNc2ccc(S(=O)(=O)Nc3nccs3)cc2)c1
→ -23%	6%	-3%	4%	?	-13%	-5%	?	0%
CCOc1ccccc1NC(=O)Cn1c(=O)n(CCC(=O)NCc2ccc3c(c2)OCO3)c(=O)c2ccccc21
→ -18%	10%	.	6%	?	-13%	-14%	30%[59 µM]	3%
O=S(=O)(Nc1cccc2ncccc12)c1cccs1
→ 56µM*	-5%	-2%	-2%	56µM*	-13%	-1%	28%[59 µM]	-3%
COc1ccc(C(=O)NC2CC2)cc1OC1CCN(Cc2cc(C)c(C)cc2C)CC1
→ -12%	13%	-3%	-4%	-6%	-25%	3%	-7%	6%
COCCn1c(SCc2ccccc2)nc2c1c(=O)[nH]c(=O)n2C
→ -23%	46%[activator]	-1%	4%	8%	-9%	0%	25%[2.33 µM]	34%
OCc1c[nH]c(=S)n1CCOc1cccc(C(F)(F)F)c1
→ 22µM*	?	32%	-4%	-25%	4%	-3%	?	21%
O=C(Nc1ccc(N2CCCC2)c(Cl)c1)c1ccc(Br)o1
→ ?	-25%	-3%	-10%	?	2%	1%	14µM*	-2%
CCOc1cccc(CC(=O)N2CCc3c([nH]c4ccccc34)C2c2ccccc2)c1OCC (configuration not stated)
→ ?	12%	.	-3%[60.1 µM]	?	-21%	-11%	-41%[59 µM]	-1%
O=C(CSc1ccccc1)N1CCN(S(=O)(=O)c2ccccc2F)CC1
→ -21%	50µM*	-7%	-39%	?	?	-10%	5%	45µM*
COc1ccccc1Cn1c(=S)[nH]c2cc(C(=O)N3CCCC3)ccc2c1=O
→ -7%	19%	0%	2%	-18%	6%	1%	.	?
CCOC(=O)c1ccc(NC(=O)CN2C(=O)C(=O)N(CC(C)C)C2=O)cc1
→ -22%	8%	2%	-10%	0%	-5%	-3%	8%	2%
COc1cccc(/C=N/NC(=O)Cn2nc(C)c([N+](=O)[O-])c2C)c1O
→ -21%	31%[activator]	-1%	6%	6%	-1%	1%	9%	-18%[57.1 µM]

# Grouped by structure, those above containing bromine (2)
# The line under a structure holds: JMJD2A Tudor	Pol iota inh	APE1 inh	Pol kappa inh	BAZ2B block	Pol eta inh	BLM helicase inh	G9a inh	POLB inh
CCc1ccc(/C=C/C(=O)c2cc(Br)ccc(=O)c2O)cc1
→ 79µM*	?	?	?	45µM*	?	-21%	?	16µM*
O=C(Nc1ccc(N2CCCC2)c(Cl)c1)c1ccc(Br)o1
→ ?	-25%	-3%	-10%	?	2%	1%	14µM*	-2%

# Reprinted at random: 2 records from the list.
# The line under a structure holds: JMJD2A Tudor	Pol iota inh	APE1 inh	Pol kappa inh	BAZ2B block	Pol eta inh	BLM helicase inh	G9a inh	POLB inh
Cc1ncc(CN2CCC(CO)(CCOc3ccccc3)CC2)s1
→ 2%[11.4 µM]	16%	17%	-5%	-3%	-5%	-3%	.	17%
CCn1cnnc1SCC(=O)Nc1ccccc1C(=O)NC1CC1
→ 0%	67%[activator]	-7%	1%	.	-13%	.	.	.

# More records
# The line under a structure holds: JMJD2A Tudor	Pol iota inh	APE1 inh	Pol kappa inh	BAZ2B block	Pol eta inh	BLM helicase inh	G9a inh	POLB inh
CSC1=C(C#N)C(c2ccc(C(C)C)cc2)CC(=O)N1 (configuration not stated)
→ -17%	?	?	-11%	-1%	-5%	1%	?	28%
CC1CCCC(NC(=O)Cc2ccc(Br)cc2)C1C (configuration not stated)
→ -5%	-20%	14%	2%	-2%	-9%	1%	-10%[59 µM]	7%
CCc1ccc(C(=O)COC(=O)CNC(=O)c2cccs2)cc1
→ -15%	4%	1%	-18%	-3%	0%	0%	-9%	14%
Cc1ccc(C(=O)NCCc2nnc3c(C(F)(F)F)cc(Cl)cn23)o1
→ -7%	21%	6%	-1%	-11%[57.1 µM]	10%	-3%	22%	35%
CN(C)CCCC(=O)c1ccc2c(c1)OCO2
→ -12%	-14%	-1%	-15%	4%	-2%	-6%	-1%[59 µM]	8%
O=C(CC1Sc2ccccc2NC1=O)NNc1ccc(F)cc1 (configuration not stated)
→ -12%	?	.	-5%	.	-17%	.	.	.
COc1ccc(CCNC(=O)CSc2ccc(Br)cc2)cc1OC
→ 10%	4%	-2%	7%	-7%	-16%	1%	?	11%
Cn1c(CN2CCCC2)nc2cc(NS(=O)(=O)c3ccccc3)ccc21
→ -22%	33%	-3%	-3%	-2%	-2%	0%	-15%[59 µM]	42%
CC1=C(C)CC(C(=O)NCCCN2CCCC2=O)C(C(=O)O)C1 (configuration not stated)
→ 14%	13%	-7%	3%	-3%	-11%	1%	28%	16%
O=C(COc1ccc([N+](=O)[O-])cc1)Nc1ccc(S(=O)(=O)N2CCOCC2)cc1
→ ?	123%[activator]	20%[12.4 µM]	-16%	-1%	?	-4%	0%[59 µM]	1%
O=C(O)CCc1nn2c3ccccc3n(CCO)c2nc1=O
→ -14%	-13%	-4%	-2%	-8%	-4%	1%	?	-14%
CCN1CCN(C(=S)NCc2ccc(C)cc2)CC1
→ -8%	12%	-4%	-16%	6%	-9%	6%	18%[59 µM]	0%
Cc1cccc2c1Sc1ccccc1CC2=O
→ 82%[activator]	-1%	-5%	1%	44%[activator][57.1 µM]	-15%	-6%	227%[activator]	9%
O=C(COC(=O)c1nc(Cl)c(Cl)c(Cl)c1Cl)c1ccc[nH]1
→ -17%	?	41%	-8%	-23%	?	.	14µM*	.
O=C(NCCc1ccco1)C(=O)NCC1OCCCN1S(=O)(=O)c1ccccc1 (configuration not stated)
→ -21%	?	-5%	-13%	-22%	?	-6%	-9%	13%
CCC1(CC)C(=O)NC(=O)NC1=S
→ 50µM*	12%	.	-2%	.	-13%	.	.	.
C=C(C)CSc1nc2ncccc2[nH]1
→ -12%	8%	1%	-2%	14%	-17%	-2%	6%[59 µM]	5%
COc1cc(C2c3cc4c(cc3OC(N3CCOCC3)C2C)OCO4)cc(OC)c1OC(C)=O (configuration not stated)
→ -15%	-7%	.	-5%	.	?	.	.	.
COc1ccc(C2Nc3ccccc3C(=O)N2c2ccccc2)cc1CN1CCOCC1 (configuration not stated)
→ -4%	11%	0%	3%	-14%	-18%	-1%	?	14%
O=C(Nc1cnc2ccccc2c1)c1cccnc1
→ -8%	11%	-2%	16%	6%	-10%	1%	-13%	21%
C=CCn1c(SCC(=O)Nc2ncc(Cc3cc(C(F)(F)F)ccc3Cl)s2)nnc1-c1ccncc1
→ -14%	-1%	-3%	-5%	-6%	7%	-7%	11%	40%
Cc1cc(C)nc(Nc2n[nH]c(COc3ccccc3)n2)n1
→ 32µM*	-8%	1%	-6%	-3%	-7%	0%	0%[59 µM]	4%
Cc1ccc(C)c(N2CCN(C(=O)c3ccc(Cn4c(=O)[nH]c5ccccc5c4=O)cc3)CC2)c1
→ -26%	11%	-8%	-1%	-34%	-6%	-13%	?	8%
O=C(NCCN1CCOCC1)c1cccc(Br)c1
→ -8%	11%	.	6%	.	-4%	.	.	.
CC(C)(C)c1ccc(C2=NC(=O)C(CC(=O)O)S2)cc1 (configuration not stated)
→ -22%	?	6%	-8%	?	-4%	-5%	50µM*	-1%
Cc1ccc(C)c(NC(=O)CCCn2nc(C)c3sc4ccccc4c3c2=O)c1
→ -5%	31%[activator]	.	2%	-38%	-17%	-2%	-43%[59 µM]	5%

# Screening data as filed in PubChem.
